Source: PubChem BioAssay (National Center for Advancing Translational Sciences (NCATS))
Shiga toxin inh – Shiga toxin inhibition; hit rate 9.2% among 290,000; Vero cells, Shiga toxin protein synthesis inhibition reporter; AID 2315; inhibition, % at 38.7 µM; in the data active = inhibition mostly above about 28%, no sharp cut-off; inactive = mostly below about 43%; note: 0% is about no effect
Cycloheximide cs – counter-screen hit for Shiga toxin inhibitors, cycloheximide | cell reporter, cycloheximide protein synthesis inhibition counterscreen | max response, % | hit rate 12% among 300,000 | AID 2314; in the data active = max response mostly above about 13%, no sharp cut-off; inactive = mostly below about 14%; note: read at 38.3 µM for the half of the compounds with a filed dose; 0% is about no effect
Pf growth 48h – inhibits P. falciparum growth in the first generation, 48 h; Potency, µM (top dose mostly 28.7 µM), for inactives: top-dose activity change, negative = inhibition, most hits filed as inhibitors; hit rate 5.9% among 310,000; P. falciparum luciferase growth in erythrocytes, 48 h; note: potency is the fitted concentration of half-maximal effect; % is set by controls: 0 for no effect and ±100 for the full control effect
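In quantitative HTS format, infected erythrocytes bearing luciferase-reporter parasites were treated for a single generation at 37 C. Luminescence after adding detection reagent served as the growth measure.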
Giardia FBPA inh – blocks Giardia fructose-bisphosphate aldolase activity | purified Giardia FBPA | Potency, µM (top dose mostly 59.6 µM), for the others: at the top dose activity, negative = inhibition, actives largely listed as inhibitors | hit rate 0.71% among 290,000 | AID 2451; note: potency is the fitted concentration of half-maximal effect; % is set by controls: 0 for no effect and ±100 for the full control effect; nearly all actives have a fitted effect of over 55% in size
Target sequence (A8B2U2 whole entry, looked up): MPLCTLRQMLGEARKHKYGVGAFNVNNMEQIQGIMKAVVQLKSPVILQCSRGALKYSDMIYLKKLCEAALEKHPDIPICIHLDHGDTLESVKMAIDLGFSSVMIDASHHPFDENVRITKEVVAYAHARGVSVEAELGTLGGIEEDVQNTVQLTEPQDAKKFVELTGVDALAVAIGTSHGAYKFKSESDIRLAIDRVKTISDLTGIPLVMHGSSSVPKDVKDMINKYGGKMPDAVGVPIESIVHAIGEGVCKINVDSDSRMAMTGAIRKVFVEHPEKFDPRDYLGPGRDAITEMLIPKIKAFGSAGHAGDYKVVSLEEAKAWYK
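Giardia FBPA (40 nM reagent) was preincubated 10 min at RT with compound (up to 57.5 uM final), then substrate plus GAPDH/TPI/NAD/arsenate coupling system with diaphorase/resazurin was added; resorufin fluorescence (525/598 nm) was read after 20 min.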
Pf growth 96h – P. falciparum growth inhibition at 96 hours | P. falciparum luciferase reporter growth, 96 h | Potency, µM (doses to about 28.7 µM), for inactives: top-dose activity change, negative = inhibition, hits mostly inhibitors | hit rate 6.9% among 320,000 | AID 504834; note: potency is the fitted concentration of half-maximal effect; % is set by controls: 0 for no effect and ±100 for the full control effect
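Plates of compound plus infected erythrocytes (2% hematocrit, 0.05% parasitemia final) incubate 96 hours, 37 C, 5% CO2. Detection reagent added; reduced luminescence from the parasites' luciferase reporter flags inhibition.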
Sm TGR inh – S. mansoni TGR enzyme inhibition; Q962Y6; AID 485364; purified TGR, DTNB reduction, TNB absorbance 405 nm; hit rate 3% among 360,000; Potency, µM (titrated, usually from 114 µM), inactives show at the top dose activity change, negative = inhibition, hits mostly inhibitors; note: potency is the fitted concentration of half-maximal effect; % is set by controls: 0 for no effect and ±100 for the full control effect; nearly all actives have a fitted effect of over 60% in size
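Kinetic colorimetric format: TGR-catalysed, NADPH-driven DTNB reduction monitored via TNB absorbance. Enzyme dispensed at 20 nM; compound exposure 15 min at room temperature before reaction start.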
The depositor's hits bear a star; u = inconclusive; x = no result given; [ ] = remark or other dose. Unless noted, calls come from the whole dose curve; as a rule, active = well fitted curve in the direction sought with a large enough effect; inconclusive = small, poorly fitted or top-dose-only effect, or another doubt; inactive = no such curve, though single readings can be large; an effect the other way counts as inactive or inconclusive.

SMILES,Shiga toxin inh,Pf growth 48h,Cycloheximide cs,Giardia FBPA inh,Sm TGR inh,Pf growth 96h
COc1ccc(N2CC(C(=O)Nc3cc(C)ccn3)CC2=O)cc1 (stereo not drawn),-13,4%,1,4%,2%,7%
O=C(Nc1cnn(Cc2ccc(F)cc2)c1)c1cc2nc(-c3ccco3)cc(C(F)(F)F)n2n1,-18,7%,-7,-7%,-2%,10µM*
COc1ccc(C2c3c(ccc4ccccc34)Oc3ncn4nc(Cc5ccc(OC)c(OC)c5)nc4c32)cc1 (stereo not drawn),-13,u,-8,1%,1%,u
COc1ccc(OC)c(C2CC(=O)N3CN(c4cccc(Cl)c4C)CSC3=C2C#N)c1 (stereo not drawn),-4,x,1,1.4µM*,10µM*,3%
O=C(/C=C/c1ccc(Cl)cc1)NCCSc1ccccc1,17,27%,10,0%,-14%,12%
Cc1ccc2nc(C3CCN(C(=O)c4ccco4)CC3)[nH]c2c1,-5,39%[activator],-3,1%,-15%,32%[activator]
O=C(c1ccccc1Cl)N(Cc1ccc(Br)cc1)N1C(=O)CCCC1=O,-6,3%,1,-9%,8%,-28%
Cc1nc(-c2cn[nH]c2)c2cc(C)oc2n1,16,29%,-5,1%,-1%,132%[activator]
C=CCOc1ccc(C2OC34CCCCC3C(C#N)(C#N)C2(C#N)C(=N)O4)cc1 (stereo not drawn),-14,6%,-2,-29%,u,x
CCN1CCN(Cc2cc(Br)cc(OC)c2O)CC1,-1,0%,1,3%,0%,9%
CCN(CC)c1ccc2c(c1)oc(=O)c1c(Cl)cc(=O)oc12,8,18%,-2,-1%,6.3µM*,x
CSc1nnc(NC(=O)c2nc(S(=O)(=O)Cc3ccccc3)ncc2Cl)s1,68*,-7%,54*,x,13µM*,-25%
O=C(Nc1cc([N+](=O)[O-])ccc1N1CCCC1)c1ccccc1,-4,7%,-3,0%,-6%,10%
COc1ccc(/C=C/C(=O)OCC(=O)Nc2cccc(C(C)=O)c2)cc1,-17,25%,-2,0%,-3%,27%
CCN(CC)Cc1c(O)c(Cl)cc2c(C)c(C)c(=O)oc12,-23,x,-3,-10%,-35%,-13%

Pulled by structure from above, two records:
SMILES,Shiga toxin inh,Pf growth 48h,Cycloheximide cs,Giardia FBPA inh,Sm TGR inh,Pf growth 96h
C=CCOc1ccc(C2OC34CCCCC3C(C#N)(C#N)C2(C#N)C(=N)O4)cc1 (stereo not drawn),-14,6%,-2,-29%,u,x
COc1ccc(C2c3c(ccc4ccccc34)Oc3ncn4nc(Cc5ccc(OC)c(OC)c5)nc4c32)cc1 (stereo not drawn),-13,u,-8,1%,1%,u

Further structures follow:
SMILES,Shiga toxin inh,Pf growth 48h,Cycloheximide cs,Giardia FBPA inh,Sm TGR inh,Pf growth 96h
CCCn1c(C)cc(C(=O)COC(=O)c2ccc(Cl)c(S(=O)(=O)N3CCCC3)c2)c1C,142*,-17%,31*,0%,0%,u
COC(=O)C1=C(c2ccc(C(C)=O)cc2)C[C@@H]2CC[C@H]1N2C(=O)NCc1ccco1,x,-21%,x,x,u,u
COc1ccc(CC(=O)OCc2cc3ccc(C)cc3[nH]c2=O)cc1,-3,10%,-4,1%,-3%,-19%
CCN1CCN(C(=O)C23CCC(C)(C(=O)C2Br)C3(C)C)CC1 (stereo not drawn),24,103%[activator],-3,5%,-17%,53%[activator]
O=C(NCc1ccc2c(c1)OCO2)C(=O)NCC1OCCCN1S(=O)(=O)c1ccc(F)cc1 (stereo not drawn),12,10%,-2,x,-4%,u
O=c1c(Cl)c(N2CCN(c3ccc(F)cc3)CC2)cnn1C12CC3CC(CC(C3)C1)C2,-6,4.7µM*,0,5%,3%,4.1µM*
O=C(CSc1nnc(NC(=O)c2ccc(F)cc2F)s1)NC1CCCC1,28,73%[activator],22*,-10%,53%[activator],72%[activator]
O=C(c1cc2ccccc2o1)N1CCN(S(=O)(=O)c2cccs2)CC1,-4,x,-1,1%,-21%,u
Cc1cnn(CCC(=O)NNC(=S)Nc2cccc(Cl)c2)c1,-13,16%,-3,x,-17%,32%[activator]
O=C(Nc1cccc2cccc(NC(=O)c3ccco3)c12)c1ccco1,-12,u,-1,-9%,u,x
CCOC(=O)C1=C(C)NC2=C(C(=O)CCC2)C1c1ccc(O)c(OCC)c1 (stereo not drawn),11,-20%,9,-23%,-8%,10%
Cc1ccc(-n2c(O)c(C=NCC3CCCO3)c(=O)[nH]c2=O)c(C)c1 (stereo not drawn),-12,38%[activator],-1,1%,6%,-18%
COc1ccc(N2CC(C(=O)Nc3nc4ccccc4s3)CC2=O)cc1 (stereo not drawn),-10,1%,1,1%,-5%,5%
O=C1NC(=O)C(CCc2ccncc2)(Cc2ccc([N+](=O)[O-])cc2)C(=O)N1,-5,-12%,-4,4%,-1%,192%[activator]
CCOc1ccc(S(=O)(=O)N2CCC(C(=O)NCc3ccncc3)CC2)cc1Cl,-6,7%,-1,2%,0%,24%
C=CCN1CC(=O)N2C(C)c3[nH]c4ccccc4c3C[C@H]2C1=O (stereo partly drawn),-7,15%,-4,8%,-1%,0%
COC(=O)c1cc(Br)c(=O)n(-c2ccc(F)cc2)c1,-18,x,-5,1%,-5%,-6%
Cc1ccnc(NC(=O)c2ccc(N3C(=O)CCC3=O)cc2)c1,49*,107%[activator],45*,5%,2%,22%
COC(=O)c1sc2ncn(CC(=O)N(C)C3CCCCC3)c(=O)c2c1C,-12,0%,-4,4%,-1%,4%
CCOC(=O)c1ccc(NC(=O)c2nc[nH]c2C(=O)NCCCCNC(=O)c2[nH]cnc2C(=O)Nc2ccc(C(=O)OCC)cc2)cc1,x,u,x,x,-7%,1.5µM*
Cc1ccc(Sc2cc(Cl)nc(N)n2)cc1,37,5%,-2,0%,5%,56%[activator]
COc1ccc(-c2nc(C#N)c(NCc3ccc(F)cc3)o2)cc1OC,45,u,24*,0%,24%,x
COc1ccc(CCNC(=O)CSc2ccc(-c3cccs3)nn2)cc1,-10,4%,9,8%,39%[activator],u
CC(C)(C)c1nnc(SCC(=O)c2ccccc2)n(N)c1=O,63*,17%,57*,-16%,-10%,14%
CC(C)=C(NC(=O)c1ccccc1)C(=O)Nc1cccc(C(=O)O)c1,-1,-5%,-3,9%,11%,3%
N#C/C(=C\c1ccc(O)c(O)c1)C(=O)NCCCc1ccccc1,11,-6%,1,u,-2%,-2%
O=[N+]([O-])c1cc(-c2cnc3ccccc3n2)ccc1Oc1ccc(F)cc1,81*,14%,53*,-2%,32%,67%[activator]
O=S(=O)(CCN1CCN(c2ccccn2)CC1)c1ccc(F)cc1,-6,49%[activator],-1,4%,11%,22%
COc1ccc(S(=O)(=O)N2CCCC2C(=O)Nc2ccc(O)cc2)cc1 (stereo not drawn),9,9%,-2,4%,2%,31%[activator]
CN1C(=O)NC(c2ccc(O)cc2)C2=C1CN(c1cccc3ccccc13)C2=O (stereo not drawn),-16,5%,-5,-1%,1%,u
O=C(CCCN1C(=O)/C(=C/c2cccc(Br)c2)SC1=S)Nc1cccnc1,29,-28%,13,0%,-10%,u
Cc1ccccc1N1CCN(C(=O)C2CCC(=O)N(C3CCCC3)C2)CC1 (stereo not drawn),-6,-15%,-3,5%,-15%,-7%
Cc1ccc(S(=O)(=O)CCC(=O)OCc2ccc(Cl)cc2)cc1,-7,23%,-1,5%,6%,u
COc1ccc(S(=O)(=O)N/N=c2\oc3c(OC)cccc3cc2S(=O)(=O)c2ccc(C)cc2)cc1OC,-18,u,3,-6%,-3%,-11%
COc1ccc(/C=C2/SC(c3ccc(C)cc3)=NC2=O)cc1OC,-3,u,7,u,-36%,33%[activator]
CC1(NC(=O)C2CCCCC2)CCS(=O)(=O)C1 (stereo not drawn),-11,-1%,-3,0%,6%,26%
Cc1cc(C(=O)CN2C(=O)C(=O)N(Cc3ccccc3)C2=O)c(C)n1-c1ccc2c(c1)OCCO2,4,u,8,-3%,0%,38%[5.75 µM]
O=C(Cn1c(=O)n(-c2ccc(F)cc2)c(=O)c2sccc21)c1ccccc1,-6,u,6,0%,6%,-7%
C=CCN1C(=O)C(Cc2ccc(OC)cc2)S/C1=N/N=C/c1ccco1 (stereo not drawn),-4,9.3µM*,7,-11%,40µM*,u
O=C1C=C(c2ccccc2)C[C@@H](c2ccc(Cl)cc2)C1,x,2.6µM*,x,x,3%,u
COc1ccc(NC(=O)CCCC(=O)OCC(F)(F)C(F)F)cc1,16,-3%,-2,6%,6%,x
O=C(COC(=O)c1ccccc1SCC(=O)N1CCCC1)Nc1ccccc1OC(F)F,x,u,x,x,0%,u
COc1ccc(C2Nc3cc(OC)ccc3-n3cccc32)cc1 (stereo not drawn),10,u,11,-14%,-16%,18%
CCO[C@H]1OC(C(N)=O)=C[C@@H](c2coc3ccccc3c2=O)[C@@H]1CCCO,-16,u,5,-10%,-27%,4%
CCCCCC(CC(=O)NO)C(=O)NC(C(=O)N1CCCC1CO)C(C)C (stereo not drawn),x,3.3µM*,x,x,-5%,2.9µM*

A different layout for part of the listing above:
COc1ccc(S(=O)(=O)N/N=c2\oc3c(OC)cccc3cc2S(=O)(=O)c2ccc(C)cc2)cc1OC
  Shiga toxin inh: -18
  Pf growth 48h: u
  Cycloheximide cs: 3
  Giardia FBPA inh: -6%
  Sm TGR inh: -3%
  Pf growth 96h: -11%

COc1ccc(/C=C2/SC(c3ccc(C)cc3)=NC2=O)cc1OC
  Shiga toxin inh: -3
  Pf growth 48h: u
  Cycloheximide cs: 7
  Giardia FBPA inh: u
  Sm TGR inh: -36%
  Pf growth 96h: 33%[activator]

CC1(NC(=O)C2CCCCC2)CCS(=O)(=O)C1 (stereo not drawn)
  Shiga toxin inh: -11
  Pf growth 48h: -1%
  Cycloheximide cs: -3
  Giardia FBPA inh: 0%
  Sm TGR inh: 6%
  Pf growth 96h: 26%
